Compound activity: PubChem BioAssay, National Center for Advancing Translational Sciences (NCATS)
EPAC1 antagonist = EPAC1 (human) antagonism | EPAC1 GEF assay, Rap1b-BODIPY-GDP exchange fluorescence | Potency, µM (top dose mostly 115 µM), without a hit: at the top dose activity change, negative = inhibition, actives largely listed as inhibitors | hit rate 0.14% among 360,000;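 note: plate controls were vehicle for no effect and positive control for full effect; nearly all actives have a fitted effect of over 50% in size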
EPAC1 agonist = EPAC1 (human) agonism. Potency, µM (titrated, usually from 154 µM), for the others: at the highest dose activation, most hits filed as activators. hit rate 0.073% among 360,000. EPAC1 agonist qHTS, biochemical assay; response scale: 100% = response to 6.5 mM cAMP. O95398; note: nearly all actives have a fitted effect of over 60% in size
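Nucleotide exchange assay: 100 nM EPAC1 with 250 nM Rap1B loaded with BODIPY-GDP and 50 uM GDP, room temperature. Fluorescence (480/540 nm) read every 5 min for 30 min; signal change normalized to 6.5 mM cAMP as full agonist.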
EPAC2 antagonist = antagonists of human EPAC2; AID 720708; EPAC2 GEF exchange of Rap1B-BODIPY-GDP, fluorescence; Q8WZA2; hit rate 0.18% among 360,000; Potency, µM (top dose mostly 114 µM), inactives show top-dose activity, negative = inhibition, actives largely listed as inhibitors; note: % is set by controls: 0 for no effect and ±100 for the full control effect; nearly all actives have a fitted effect of over 45% in size; many of its hits are not listed in these tables
* hit, by the source's call; ? = inconclusive. Calls come from the whole dose curve; as a rule, active = well fitted curve in the direction sought with a large enough effect; inconclusive = small, poorly fitted or top-dose-only effect, or another doubt; inactive = no such curve, though single readings can be large; an effect the other way counts as inactive or inconclusive. Potency is the fitted concentration of half-maximal effect.

| smiles | EPAC1 antagonist | EPAC1 agonist | EPAC2 antagonist |
| --- | --- | --- | --- |
| Cc1ccc(CNc2ncnc3ccc(-c4ccoc4C)cc23)o1 | -15% | 18% | -22% |
| Cc1ccc(Nc2nc(NCCO)nc(N3CCCC3)n2)cc1 | -7% | -14% | 8% |
| COc1ccc(Nc2nc(NCCO)nc(N3CCCC3)n2)cc1 | -6% | -8% | 10% |
| CC(=O)c1cccc(-c2csc3ncnc(Sc4nnnn4C)c23)c1 | -15% | -6% | 3% |
| CC1(C)c2[nH]c3ccccc3c2C[C@@H]2C(=O)N(Cc3ccc(F)cc3)C(=O)N21 | -24% | -19% | -2% |
| COc1cc(C2=CCN(C(C)=O)CC2)ccc1OC(C)=O | -3% | 14% | 2% |
| Cn1c(=O)c2[nH]c(CCCC(=O)O)nc2n(Cc2ccccc2)c1=S | ? | -18% | -1% |
| Cc1ccccc1CN1C(=O)[C@H]2Cc3c([nH]c4ccccc34)C(C)(C)N2C1=O | -3% | -3% | 7% |
| N#Cc1c(N)n[nH]c1Cc1cccc2ccccc12 | 3% | -3% | -6% |
| CCOc1ccccc1Nc1nc(N2CCCC2)nc(N2CCOCC2)n1 | -9% | -7% | -5% |

Whole records, quoted from the list:
Cc1ccccc1CN1C(=O)[C@H]2Cc3c([nH]c4ccccc34)C(C)(C)N2C1=O is entered as EPAC1 antagonist: -3%; EPAC1 agonist: -3%; EPAC2 antagonist: 7%
CC1(C)c2[nH]c3ccccc3c2C[C@@H]2C(=O)N(Cc3ccc(F)cc3)C(=O)N21 is entered as EPAC1 antagonist: -24%; EPAC1 agonist: -19%; EPAC2 antagonist: -2%

The listing continues.
| smiles | EPAC1 antagonist | EPAC1 agonist | EPAC2 antagonist |
| --- | --- | --- | --- |
| N#CCCn1nc(Cc2cccc3ccccc23)c(C#N)c1N | -11% | 9% | -5% |
| Cc1ccc(CNc2ncnc3ccc(-c4ccc(CO)o4)cc23)o1 | 1% | 10% | 1% |
| COc1ccccc1-c1nc(-c2ccc(C(=O)O)cc2)no1 | -4% | -15% | 1% |
| CC1(C)c2[nH]c3ccccc3c2C[C@@H]2C(=O)N(c3ccc(F)cc3F)C(=O)N21 | -10% | -24% | -8% |
| CN(C)Cc1ccc(-c2nc3cccc4c3n2CCNC4=O)cc1 | 4% | -10% | 4% |
| COc1ccc(-c2nc(-c3ccc(C(=O)O)cc3)no2)cc1 | 6% | 9% | -3% |
| CC(C)Oc1ccc(Cl)cc1Nc1nc(NCCO)nc(N2CCCC2)n1 | -9% | -12% | -9% |
| S=C(NCCCCN(Cc1ccc(Cl)cc1)c1ccc(Br)cn1)NCCCc1cnc[nH]1 | -11% | 2% | 7% |
| CS(=O)(=O)c1ccc(C(=O)OCC(=O)N2CCOCC2)cc1[N+](=O)[O-] | -8% | -10% | 9% |
| Cc1c(P(=O)(c2ccccc2)c2ccccc2)c2ccccc2n1C | -8% | -13% | 2% |

A second format for some results above.
Every second line gives: EPAC1 antagonist | EPAC1 agonist | EPAC2 antagonist
> Cc1ccccc1CN1C(=O)[C@H]2Cc3c([nH]c4ccccc34)C(C)(C)N2C1=O
  -3% | -3% | 7%
> N#Cc1c(N)n[nH]c1Cc1cccc2ccccc12
  3% | -3% | -6%
> CCOc1ccccc1Nc1nc(N2CCCC2)nc(N2CCOCC2)n1
  -9% | -7% | -5%
> N#CCCn1nc(Cc2cccc3ccccc23)c(C#N)c1N
  -11% | 9% | -5%
> Cc1ccc(CNc2ncnc3ccc(-c4ccc(CO)o4)cc23)o1
  1% | 10% | 1%
> COc1ccccc1-c1nc(-c2ccc(C(=O)O)cc2)no1
  -4% | -15% | 1%
> CC1(C)c2[nH]c3ccccc3c2C[C@@H]2C(=O)N(c3ccc(F)cc3F)C(=O)N21
  -10% | -24% | -8%
> CN(C)Cc1ccc(-c2nc3cccc4c3n2CCNC4=O)cc1
  4% | -10% | 4%
> COc1ccc(-c2nc(-c3ccc(C(=O)O)cc3)no2)cc1
  6% | 9% | -3%
> CC(C)Oc1ccc(Cl)cc1Nc1nc(NCCO)nc(N2CCCC2)n1
  -9% | -12% | -9%
> S=C(NCCCCN(Cc1ccc(Cl)cc1)c1ccc(Br)cn1)NCCCc1cnc[nH]1
  -11% | 2% | 7%
> CS(=O)(=O)c1ccc(C(=O)OCC(=O)N2CCOCC2)cc1[N+](=O)[O-]
  -8% | -10% | 9%
> Cc1c(P(=O)(c2ccccc2)c2ccccc2)c2ccccc2n1C
  -8% | -13% | 2%

Additional entries
| smiles | EPAC1 antagonist | EPAC1 agonist | EPAC2 antagonist |
| --- | --- | --- | --- |
| CC(=O)Nc1ccccc1Nc1nc(NCCO)nc(N2CCCC2)n1 | -3% | -15% | 6% |
| N#Cc1c(Cc2cccc3ccccc23)nn(CCO)c1N | -6% | 13% | 9% |
| CCOC(=O)C(C#N)(Cc1cc(OC)cc(OC)c1)Cc1cc(OC)cc(OC)c1 | -10% | -7% | -7% |
| C#CCNC(=O)[C@H](Cc1ccc(C(=O)c2ccccc2)cc1)NC(=O)OC(C)(C)C | -7% | 8% | -6% |
| COc1ccc2nc(-c3ccc(F)cc3)sc2c1 | -7% | -7% | -5% |
| Cc1c(CCCC(=O)O)sc(N)c1C(=O)c1cccc(C(F)(F)F)c1 | -14% | -8% | 3% |
| COc1cc(/C=C2/N=C(c3ccccc3)OC2=O)c(F)cc1OCc1ccccc1 | -21% | -15% | -1% |

This is a subset. The share of hits here may be higher or lower than overall.
